Screening data as filed in PubChem BioAssay.
Salmonella PhoP GFP: PhoP-dependent GFP reporter repression – Salmonella Typhimurium, primary screen (AID 1863); inhibition, % at 50 µM, or IC50 in µM where a hit was titrated; S. Typhimurium PhoP-regulated promoter GFP reporter, 4 h; higher % means a stronger effect; 300,000 tested, 0.16% active;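 active = inhibition over 29.93%, a cutoff 3 SD above the screen mean, later confirmed by dose response; inconclusive = inhibition over 29.93% but no dose response follow-up; inactive = inhibition at most 29.93% or unconfirmed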;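 note: 0% = low Mg2+ inducing control and 100% = high Mg2+ repressing control; strong numbers were not always called active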
ER stress rescue: rescue of cells from ER stress-induced death, primary screen, 384-well, CSM14.1, thapsigargin, ATP luminescence (AID 1222); CSM14.1 thapsigargin-induced death rescue, ATP luminescence; higher % means a stronger effect; one-dose cellular ATP content (survival), % at 20 µM; EC50 in µM for titrated hits; 190,000 tested, under 10 active;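 active = EC50 below 50 µM in the dose-response confirmation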;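 note: death triggered by thapsigargin at about 15 µM added after 2 h compound pretreatment; cell ATP read after overnight thapsigargin exposure of roughly 18 to 22 hours; normalized against plate controls of thapsigargin alone and 5% DMSO vehicle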
MgcRacGAP inhibition: MgcRacGAP GTPase-activating activity inhibitors, confirmation, biochemical, ADP Hunter fluorescence. MgcRacGAP-stimulated Rac1 GTP hydrolysis, ADP Hunter fluorescence; higher % means a stronger effect; GST-tagged Rac1 F28L mutant substrate. AID 624330. 340,000 tested, 0.6% active. one-dose inhibition, % at 30 µM; IC50 in µM for titrated hits;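 active = first-screen hits whose inhibition reached a set limit at any dose in the follow-up dose series; inconclusive = inhibition above the set first-screen limit but never retested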;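 note: fluorescence reports GDP produced by GAP-driven GTP hydrolysis; strong numbers were not always called active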
RSV CPE inhibition: inhibition of RSV-induced cytopathic effect – HEp-2 cells, primary 10 µM value included (AID 2391) | 310,000 tested, 0.13% active | HEp-2 cells, RSV-induced CPE inhibition; higher % means a stronger effect | one-dose CPE inhibition, % at 10 µM; IC50 in µM for titrated hits; in the data active = a potency from the dose series; inconclusive = CPE inhibition mostly from about 23% at the one dose, without a potency; inactive = the rest, 99 in 100 with CPE inhibition below about 21%; note: strong numbers were not always called active
GPR35 antagonists: GPR35 antagonists blocking zaprinast-driven arrestin recruitment, primary screen, imaging, U2OS, beta-arrestin-GFP, zaprinast agonist (AID 2058); 290,000 tested, 0.052% active; U2OS GPR35 beta-arrestin-GFP translocation imaging, zaprinast antagonism; higher % means a stronger effect; inhibition, % at 10 µM; hits with a dose series show IC50 in µM;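 active = inhibition of at least 50% with at least 30 cells and total cytoplasm GFP at most 10,000,000; inconclusive = under 30 cells or total GFP of 10,000,000 plus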
West Nile antiviral: inhibition of WNV-induced cytopathic effect – cell-based, CPE readout (AID 1621); CPE inhibition, % at 10 µM, or IC50 in µM where a hit was titrated; West Nile virus-infected cells, CPE inhibition; higher % means a stronger effect; 290,000 tested, 0.02% active; in the data active = a potency from the dose series; inconclusive = CPE inhibition mostly from about 3.7% at the one dose, without a potency; inactive = the rest, 99 in 100 with CPE inhibition below about 2.2%; note: strong numbers were not always called active
Dengue-2 NS5 capping: Dengue-2 NS5 methyltransferase inhibitors, primary screen, biochemical, confirmation dose response (AID 588689); Dengue-2 NS5 methyltransferase capping enzyme assay, biochemical; higher % means a stronger effect; 340,000 tested, 0.3% active; one-dose inhibition, % at 25 µM; IC50 in µM for titrated hits; in the data active = a potency from the dose series; inconclusive = inhibition above about 29% without an active follow-up result
Large T inhibition: TAg ATPase/helicase activity blockers – biochemical (AID 1903); SV40 large T antigen ATPase/helicase inhibition assay; higher % means a stronger effect; one-dose inhibition, % at 20 µM; IC50 in µM for titrated hits; 310,000 tested, 0.39% active; in the data active = a potency from the dose series; inconclusive = inhibition mostly from about 32% at the one dose, without a potency; inactive = the rest, 99 in 100 with inhibition below about 32%; note: strong numbers were not always called active
LYP phosphatase: inhibitors of LYP phosphatase, biochemical, fluorescence intensity, uHTS (AID 1779) | recombinant LYP phosphatase, fluorescence intensity; higher % means a stronger effect | inhibition, % at 11.5 µM, or IC50 in µM where a hit was titrated | 290,000 tested, 0.054% active; in the data active = inhibition above about 50%;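 note: plate controls were vehicle with enzyme for no effect and no enzyme for full effect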
Dengue-2 NS5 capping pilot replicate: second read-out of Dengue-2 NS5 capping, no call of its own (marks repeat the call); inhibition, %; measured here: pilot screen replicate inhibition
* = called active by the depositor; ? = inconclusive; . = no result given.

SMILES	Salmonella PhoP GFP	ER stress rescue	MgcRacGAP inhibition	RSV CPE inhibition	GPR35 antagonists	West Nile antiviral	Dengue-2 NS5 capping	Large T inhibition	LYP phosphatase	others
CCOc1ccc2c(c1)-c1c(ssc1=S)C(C)(C)N2C(=O)CSC1=NCCS1	-10%	0.6%	11%	?	-11%	-1.6%	-2%	18%	8%
CC1=Nn2c(nnc2-c2cccs2)SC1	8%	-2.3%	4%	0.0%	-5%	0.5%	-2%	6%	-6%
COc1ccccc1C(=O)NC(=O)COC(=O)/C(=C/c1ccccc1)NC(C)=O	-3%	.	11%	1.6%	-10%	-0.2%	-1%	10%	-8%
CCOc1ccc(C(=O)Nc2c(C(=O)N3CCC(N4CCCCC4)CC3)oc3ccccc23)cc1	5%	.	6%	-1.1%	-14%	0.9%	-12%	7%	-12%
CC(C)CC(C(=O)O)N1C(=O)C2C3C=CC(C2C1=O)C1C(=O)N(C(CC(C)C)C(=O)O)C(=O)C31 (centres undefined)	-11%	.	3%	1.2%	-8%	0.2%	9%	6%	-3%
O=C(Cn1ccc([N+](=O)[O-])n1)NCc1ccco1	12%	1.8%	12%	1.0%	1%	-0.1%	-2%	2%	-9%
CCOC(=O)C1=C(O)C(=O)N(Cc2ccccc2)C1	8%	.	6%	0.7%	-7%	0.3%	0%	10%	-10%
CSCC[C@H](NC(=O)OC(C)(C)C)c1nnc(SCc2cccc(F)c2)o1	2%	-0.2%	9%	1.4%	-4%	1.0%	-6%	9%	-4%
Cc1nn(C)c(Oc2cccc(C(F)(F)F)c2)c1C#N	-9%	.	3%	2.2%	4%	-0.2%	.	-2%	-5%
CCOC(=O)c1ccc(NC(=O)c2cc3ccccc3o2)cc1	-10%	1.1%	3%	1.1%	-2%	-0.4%	-3%	8%	-2%
COc1ccc(-c2nn(-c3ccccc3)cc2/C=N/Nc2ccc(S(N)(=O)=O)cc2[N+](=O)[O-])cc1OC	3%	-0.3%	3%	6.2%	9%	-1.0%	-4%	-1%	2%
COc1ccc(S(=O)(=O)N(n2c(C)nnc2-n2nc(C)cc2C)S(=O)(=O)c2ccc(OC)cc2)cc1	3%	1.9%	-3%	2.0%	2%	1.6%	6%	13%	-8%
COc1ccccc1NC(=O)N1CCCC1C(=O)Nc1ccc(NC(C)=O)cc1 (centres undefined)	2%	-0.6%	5%	0.6%	0%	-0.1%	0%	-1%	-7%
CC(=O)c1cccc(NC(=O)CCOc2ccccc2)c1	-6%	-0.9%	-6%	0.5%	2%	0.4%	8%	10%	2%
O=C(Oc1cccc(/C=N/NC(=O)c2ccccn2)c1)c1ccc([N+](=O)[O-])cc1	-3%	.	2%	0.0%	0%	0.0%	-3%	8%	-3%
O=C(/C=C/c1ccccc1)Oc1ccccc1C(=S)N1CCOCC1	.	0.3%	6%	0.2%	-9%	0.2%	3%	.	0%
CC(C)NOC(=O)c1ccc(Cl)cc1	4%	-0.9%	8%	0.8%	-14%	0.4%	-4%	11%	-7%
Cc1ccc(-n2nc3c(=O)n(CCCC(=O)NCc4ccc(C)o4)nc(C)c3c2C)cc1	-4%	.	8%	10%	4%	-0.5%	-20%	9%	-8%
O=C(CNCc1cccs1)Nc1ccc(S(=O)(=O)N2CCCCC2)cc1	6%	-0.7%	14%	3.2%	-10%	-0.8%	1%	6%	2%
Cc1nnc(SCC(=O)c2ccc(Br)cc2)s1	6%	-2.6%	8%	4.6%	-14%	-0.8%	-1%	7%	1%

The list goes on, overlapping the part above by two compounds.
SMILES	Salmonella PhoP GFP	ER stress rescue	MgcRacGAP inhibition	RSV CPE inhibition	GPR35 antagonists	West Nile antiviral	Dengue-2 NS5 capping	Large T inhibition	LYP phosphatase	others
O=C(CNCc1cccs1)Nc1ccc(S(=O)(=O)N2CCCCC2)cc1	6%	-0.7%	14%	3.2%	-10%	-0.8%	1%	6%	2%
Cc1nnc(SCC(=O)c2ccc(Br)cc2)s1	6%	-2.6%	8%	4.6%	-14%	-0.8%	-1%	7%	1%
Cc1ccc(N2CC(C(=O)NC3CC3)CC2=O)cc1Cl (centres undefined)	1%	.	9%	1.0%	-8%	-0.3%	2%	6%	-12%
CC(C)c1nc2cc(C(=O)N(C)C3CCOCC3)ccc2o1	2%	.	2%	0.9%	9%	-0.5%	0%	10%	-9%
COc1ccc2ccccc2c1/C=N/NC(=O)c1ccccc1F	4%	.	10%	2.5%	5%	-0.1%	3%	3%	-11%
O=C(c1ccc(-c2ccccc2)cc1)N1CCN(c2ccccc2)CC1	-13%	.	9%	0.8%	-11%	0.1%	1%	5%	2%
CC(C)CC(=O)N1CCC(O)(CS(=O)(=O)c2ccc(Cl)c(Cl)c2)CC1	4%	0.3%	6%	0.5%	-2%	-1.0%	0%	2%	-5%
Cc1cc(C)c(NC(=O)C2CCN(C(=O)c3ccco3)CC2)c(C)c1	-4%	.	7%	0.6%	0%	0.2%	-2%	10%	0%
Cc1ccc(O)c(-c2cc(C(=O)Nc3cccnc3)[nH]n2)c1	-4%	.	8%	9.4%	9%	-0.7%	-12%	13%	-2%
Cc1cc(C(=O)N(CCC#N)Cc2cccs2)no1	-9%	.	2%	-1.3%	2%	-0.1%	-8%	4%	-2%
CCOC(=O)c1ccc(NC(=O)c2nc[nH]c2C(=O)NC2CCN(C(=O)OC(C)(C)C)CC2)cc1	-1%	.	3%	4.5%	1%	1.4%	-4%	10%	-3%
C=CCN(C(=O)c1csnn1)C(C(=O)NC1CCCCC1)c1ccc(C)cc1 (centres undefined)	4%	.	0%	0.4%	-20%	-0.5%	12%	-2%	-12%
Cc1cccc(NC(=O)COC(=O)c2ccccc2SCC(=O)N2CCCC2)c1	9%	.	8%	3.4%	3%	-0.2%	-3%	10%	-4%
O=C(CSc1nnc(-c2ccccc2Cl)o1)N1CCCC1	5%	.	5%	1.3%	8%	-1.6%	-4%	4%	-10%
Cc1cc2oc(=O)cc(CN(C)Cc3cccc(F)c3)c2cc1C	14%	.	11%	8.2%	15%	-1.4%	-5%	0%	-3%
CN1C(=O)N(C)C2(c3ccccc3)N(C(C)(C)C)C(=O)NC12c1ccccc1 (centres undefined)	9%	-2.0%	-5%	2.3%	10%	-0.5%	3%	5%	-3%
CCOC(=O)C(CC)(CC)C(=O)/C=C/c1cccc(Br)c1	.	.	11%	-4.1%	.	43%	-11%	.	.
COc1ccc(S(=O)(=O)N(C)C2CCN(C)CC2)cc1	15%	.	8%	0.1%	-6%	0.6%	-3%	4%	-2%
CCn1c2c(c3cc(OCC(C)C)ccc31)CCCC2=O	-7%	-1.3%	8%	15%	4%	1.4%	-8%	7%	0%
COn1c(=O)c(-c2ccc(Cl)cc2)[n+]([O-])c2ccccc21	9%	-0.9%	-4%	2.6%	12%	0.9%	1%	5%	-2%
COc1ccc(OCC(=O)OCCN2C(=O)c3ccccc3C2=O)cc1	2%	-0.3%	1%	0.1%	2%	0.1%	-1%	-1%	-3%	Dengue-2 NS5 capping pilot replicate=6.1
CCOC(=O)c1cc(S(=O)(=O)NC2CCC(C)CC2)cn1C (centres undefined)	-6%	.	9%	-0.5%	10%	-0.6%	8%	12%	-8%
CC(NC(=O)CCl)c1ccccc1Br (centres undefined)	.	.	4%	1.9%	4%	2.4%	5%	12%	-4%
C=CCOc1ccc(CN(C)Cc2nc3cc(C(F)(F)F)ccc3c(=O)[nH]2)cc1	1%	0.6%	9%	13%	-15%	-0.3%	-7%	3%	-1%
CC(C)Cc1ccc(C(C)NC(=O)c2ccc(=O)[nH]c2)cc1 (centres undefined)	-7%	0.0%	-1%	15%	1%	-1.4%	-7%	9%	2%
COc1ccc2cc(C#N)c(SCC(=O)NNC(=O)Cc3ccccc3)nc2c1	-11%	-0.9%	2%	1.0%	5%	0.0%	-12%	17%	-8%
CC(C)CN(C(=O)CN1CCN(c2ccccc2O)CC1)c1c(N)n(CC(C)C)c(=O)[nH]c1=O	-2%	-1.8%	-4%	0.2%	-1%	0.3%	-1%	8%	5%
Cc1ccc(S(=O)(=O)N2CCN(C(=O)c3ccc([N+](=O)[O-])cc3)C2)cc1	-7%	-0.7%	-2%	1.4%	-5%	.	.	1%	-6%
CC1CC(C)CN(S(=O)(=O)c2ccc(C(=O)OCC(=O)NCCN3C(=O)CSC3=O)cc2)C1 (centres undefined)	3%	-1.9%	-2%	0.0%	-8%	0.8%	-9%	8%	0%
O=c1c(NCCc2ccccc2)c(-c2ccccc2)c1=O	-14%	.	8%	1.1%	-17%	-0.6%	1%	5%	-12%
CCN1CCN(C(=O)c2cc(COc3ccc(C(C)=O)cc3OC)on2)CC1	0%	.	10%	-1.6%	-4%	-0.1%	-4%	1%	-13%
Cc1ccc(S(=O)(=O)NC(C)C(c2cccs2)N2CCN(c3ccccc3)CC2)cc1 (centres undefined)	12%	-2.4%	4%	9.4%	21%	-0.4%	-1%	7%	1%
Cc1cc(=O)oc2c3c(cc(OCC(=O)N[C@@H](Cc4ccccc4)C(=O)O)c12)OC(C)(C)CC3	-9%	.	5%	2.1%	-2%	0.8%	-2%	17%	-10%
COc1ccc(/C=C2/N=C3CCCCCN3C2=O)cc1OC	5%	-0.4%	4%	0.0%	-2%	0.4%	-8%	6%	-2%
CCOc1ccc(Cn2c(=O)sc3ccccc32)cc1OC	-3%	.	13%	1.0%	-5%	-0.6%	-10%	1%	-6%
O=C(COC(=O)c1ccccc1[N+](=O)[O-])c1ccc(C2CCCCC2)cc1	11%	-3.7%	8%	5.1%	17%	0.2%	-8%	8%	-6%
Cn1cc(/C=C(\C#N)C(=O)Nc2ncc(Cc3cccc(Cl)c3)s2)c2ccccc21	14%	1.0%	.	13%	-5%	-0.3%	.	5%	-1%
COc1ccc(/C=N/N=C2/NC(=O)C(CC(=O)NC(C)C)S2)cc1 (centres undefined)	-9%	-1.5%	-4%	0.6%	6%	0.1%	-5%	20%	4%
COc1ccc(CCNC(=O)C(NS(=O)(=O)c2cccc3nsnc23)C(C)C)cc1OC (centres undefined)	4%	.	1%	0.2%	15%	-0.9%	-10%	4%	-7%
COc1ccc(N(CC(=O)Nc2ccc(Cc3ccncc3)cc2)S(=O)(=O)c2ccccc2)cc1	2%	.	5%	0.4%	-9%	-0.4%	2%	4%	0%
NC(=O)CSc1nnnn1-c1cccc(Cl)c1	1%	-3.5%	-3%	0.7%	8%	0.5%	-6%	0%	-1%
Cc1ccc(C(=O)Nc2ccc(OCc3ccccc3)cc2)cc1[N+](=O)[O-]	-3%	1.1%	8%	0.6%	18%	-1.5%	-11%	5%	-1%
